DYRK1A inh = rat Dyrk1A kinase inhibitors, primary screen, biochemical, single point, plate reader; Dual specificity tyrosine-phosphorylation-regulated kinase 1A (Rattus norvegicus), Q63470; ADP-Glo luminescence, NFATc1 peptide; inhibition, % at 12.5 µM; 0.43% of 310,000 active; in the data active means inhibition above about 50%;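 further: plate controls were vehicle with enzyme for no effect and no enzyme for full effect; many of its hits are not listed in these tables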
GSK3A inh = blockers of GSK3A enzyme activity – biochemical, luminescence, cell-free homogeneous, HTS, primary screen; Glycogen synthase kinase-3 alpha (Homo sapiens), P49840; GSK-3 alpha kinase, ADP-Glo luminescence, 60 min; inhibition, % at 10 µM; 0.1% of 320,000 active;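 in the data active means inhibition above about 50%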;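 further: GST-tagged GSK-3 alpha with peptide substrate and 25 µM ATP; 0% = DMSO neutral wells and 100% = GW8510 positive control wells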
Target sequence (P49840 whole entry, looked up): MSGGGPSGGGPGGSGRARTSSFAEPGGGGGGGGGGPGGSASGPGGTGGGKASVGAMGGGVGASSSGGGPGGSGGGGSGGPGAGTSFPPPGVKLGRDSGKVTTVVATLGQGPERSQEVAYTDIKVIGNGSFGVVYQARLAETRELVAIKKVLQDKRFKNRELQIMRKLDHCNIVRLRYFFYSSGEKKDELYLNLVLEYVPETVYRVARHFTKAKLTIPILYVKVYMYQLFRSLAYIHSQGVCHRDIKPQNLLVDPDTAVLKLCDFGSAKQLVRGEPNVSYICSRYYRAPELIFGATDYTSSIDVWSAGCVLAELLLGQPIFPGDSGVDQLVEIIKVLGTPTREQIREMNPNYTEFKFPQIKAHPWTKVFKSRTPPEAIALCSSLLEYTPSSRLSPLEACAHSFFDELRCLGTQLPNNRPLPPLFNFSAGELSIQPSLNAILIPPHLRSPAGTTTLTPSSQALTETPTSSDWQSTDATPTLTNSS
IEC-6 cytotox = cytotoxicity in IEC-6 intestinal epithelial cells, primary screen, cytotoxicity control for KLF5 inhibitor project, cell-based, luminescence | IEC-6 cytotoxicity, luminescence viability | inhibition, % at 5 µM | 0.78% of 290,000 active; in the data active means inhibition above about 22%;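 further: 0% = plate median of test compound wells and 100% = cytotoxic reference compound wells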
HSP90 refold inh = HSP90 inhibitors, primary screen, cell lysate, luminescence; Rabbit reticulocyte lysate, luciferase refolding luminescence, 3 h; inhibition, % at 5.6 µM; 0.91% of 290,000 active;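 active means inhibition above the screen-wide mean plus 3 SD, computed separately per campaign, cut at about 16% in these data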;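 further: 0% = DMSO wells and 100% = 60 µM geldanamycin wells; inhibitors lower the luminescence because luciferase stays unfolded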
GSK3beta inhib = human GSK3beta kinase inhibitors, primary screen, biochemical, cell-free homogeneous, HTS. Glycogen synthase kinase-3 beta (Homo sapiens), P49841. GST-GSK3beta kinase, ADP-Glo luminescence, 60 min; stronger effect = lower value. activity score (negative = inhibition), % at 10 µM. 0.038% of 300,000 active;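 active means more than half of replicate wells score below -50%, meaning over 50% inhibition versus plate controls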;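 further: 0% = median DMSO wells and -100% = median GW8510 positive control wells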
Target sequence (P49841 whole entry, looked up): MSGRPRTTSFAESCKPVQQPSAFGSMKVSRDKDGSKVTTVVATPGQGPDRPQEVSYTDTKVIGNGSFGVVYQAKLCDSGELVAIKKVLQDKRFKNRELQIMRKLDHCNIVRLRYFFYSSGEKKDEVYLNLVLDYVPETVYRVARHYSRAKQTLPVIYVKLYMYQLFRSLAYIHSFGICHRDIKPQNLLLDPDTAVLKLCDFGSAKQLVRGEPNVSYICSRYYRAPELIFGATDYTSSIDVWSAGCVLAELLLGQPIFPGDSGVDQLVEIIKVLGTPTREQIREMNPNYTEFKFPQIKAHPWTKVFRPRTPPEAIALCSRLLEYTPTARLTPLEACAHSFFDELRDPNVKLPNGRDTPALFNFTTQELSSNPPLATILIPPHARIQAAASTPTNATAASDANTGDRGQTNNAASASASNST
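Test system: GST-tagged human GSK3beta kinase, cell-free; evaluation: activity score scaled between in-plate DMSO and GW8510 controls; measured by: ADP-Glo luminescence; incubation: 60 min reaction, RT; benchmarks: DMSO and 20 µM GW8510; reagent: peptide substrate plus 25 µM ATP (final); medium: Tris/MgCl2 kinase buffer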
Platelet DG rel = inhibitors of platelet dense granule secretion, primary screen, cell-based, MLPCN, human platelets | AID 1663, 2009 | 0.22% of 300,000 active | human platelet-rich plasma, SFLLRN dense granule ATP release, luminescence | inhibition, %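 (compounds screened at 7.5 µM in platelet-rich plasma)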;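 active means mean replicate score, as percent of positive control, at or above 50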
KLF5 inh = KLF5 expression inhibitors, primary screen, DLD-1 cells, luminescence; DLD-1 KLF5 promoter-luciferase reporter; inhibition, % at 5 µM; 0.23% of 290,000 active; AID 1700, 2009;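 active means inhibition above a per-plate limit of that plate's mean compound inhibition plus 3 SD, cut at about 60% in these data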;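 further: 0% = DMSO wells and 100% = LY294002 at 200 µM; higher means less KLF5 promoter-driven luciferase light; inactives centre near -14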
aSyn UTR inh = MLPCN primary screen, SNCA 5' untranslated region. alpha-synuclein 5'UTR reporter, inhibitor activity. inhibition, % (tested at 7.5 µM). 0.82% of 300,000 active. AID 1813, 2009; in the data active means inhibition above about 60%;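 further: H4 neuroglioblastoma cells stably carrying SNCA 5'UTR luciferase fusion; 0% = DMSO wells and 100% = positive control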
HSF1 inh = HSF1 inhibitors in luciferase reporter cells, primary screen, cell-based, NIH3T3, luminescence; NIH3T3-HGL HSE-luciferase, MG132-induced, luminescence 8 h; stronger effect = lower value; AID 2098, 2009; activity change, negative = inhibition, % at 7.5 µM (by protocol); 0.77% of 300,000 active;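 active means more than half of replicate wells show activity change below -50%, luminescence cut by over half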;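 further: luciferase reports HSF-1 transcriptional activity via heat shock element; 0% = median of DMSO wells and -100% = zero luminescence signal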
HSF-1 act = HSF-1 activators, primary screen, NIH3T3-HGL cells, MG132 stress, luminescence, single point; NIH3T3-HGL HSF-1 luciferase reporter, 8 h; 100% = twice DMSO control signal; 1.7% of 300,000 active; AID 504408, 2011; activation, % at 9 µM;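 active means mean replicate activation of at least 50% with a set share of replicates each reaching 50%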;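 further: 0% = median of the neutral control wells and 100% = twice that signal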
* marks the source's active call; other numbers are inactive results; / = not tested or not shown. Only part of the results is shown. The share of hits here may be higher or lower than overall.

Below each compound: DYRK1A inh, GSK3A inh, IEC-6 cytotox, HSP90 refold inh, GSK3beta inhib, Platelet DG rel, KLF5 inh, aSyn UTR inh, HSF1 inh, HSF-1 act
1. COc1ccccc1CCNC(=O)c1cc(-c2ccncc2)nc2ccc(Br)cc12
    -9, /, 3, -2, 2, 1, 2, 18, 0, -5
2. CC(C)OCCCn1c(=O)c2ccccc2n2c(CCC(=O)O)nnc12
    -3, 0, 4, 0, 2, -1, -28, -2, -4, 10
3. CCCn1nnc(NC(=O)c2ccccc2Cl)n1
    0, -1, 0, -2, 1, -4, -5, -59, 10, -4
4. O=[N+]([O-])c1cccc(-c2ccc(CN3CCN(c4ccccc4)CC3)o2)c1
    -2, -1, -1, 0, 1, 6, -9, 19, -3, 1
5. CCOCc1c(C(=O)OCC(=O)/C(C#N)=C(\C)N)oc2ccccc12
    /, -1, -2, -2, 1, /, -5, /, /, /
6. CN(C)CCCN(Cc1ccc2c(c1)OCO2)C(=O)NC1CCCCC1
    4, -1, -4, 2, 0, -7, -11, 8, -2, 1
7. O=C(COC(=O)/C=C/c1ccc2c(c1)OCO2)NC1CCS(=O)(=O)C1 (centres undefined)
    4, 1, 5, -1, -2, 1, -5, -29, -6, -11
8. O=C(NCc1ccccn1)c1cccc(NS(=O)(=O)c2cccc(F)c2)c1
    -3, 0, -3, -1, 2, -17, -30, 0, -11, -3
9. CCN(CC)CCCNC(=S)N(CCCO)Cc1cc2cc3c(cc2[nH]c1=O)OCO3
    -2, -3, -4, -1, 1, -2, -15, 2, -3, 4
10. COc1ccc2c(=O)c(C(=O)NCCc3ccc(OC)c(OC)c3)c[nH]c2c1
    3, 1, 0, 2, -2, 0, -9, 11, -3, -12
11. Cc1c(NS(=O)(=O)c2cc(C(=O)NCCN(C)C)ccc2Cl)c(=O)n(-c2ccccc2)n1C
    -7, -2, -5, -1, 3, 3, -9, -9, -74*, -80
12. O=C(c1nsnc1-c1ccccc1O)N1CCCCC1
    -1, -6, 2, -3, 3, 1, 2, 5, -7, 2
13. O=C(NNc1ccc([N+](=O)[O-])cc1[N+](=O)[O-])c1ccco1
    5, 3, -1, 3, 1, 2, -34, -24, -11, -1
14. CCOC(=O)C1C(=O)CC(C)(O)C(C(=O)OCC)C1c1ccc2c(c1)OCO2 (centres undefined)
    -5, 1, -3, 0, -3, 1, -21, 1, -18, -28
15. Cc1cc(-c2nc3c4c5c(sc4[nH]c(=O)n3n2)CCC5)c(C)o1
    5, -2, -2, -1, 6, -1, -12, -9, -10, -11

Record cards (already shown). Values in the order: DYRK1A inh	GSK3A inh	IEC-6 cytotox	HSP90 refold inh	GSK3beta inhib	Platelet DG rel	KLF5 inh	aSyn UTR inh	HSF1 inh	HSF-1 act
CCOCc1c(C(=O)OCC(=O)/C(C#N)=C(\C)N)oc2ccccc12 across the screens: /	-1	-2	-2	1	/	-5	/	/	/
COc1ccccc1CCNC(=O)c1cc(-c2ccncc2)nc2ccc(Br)cc12 across the screens: -9	/	3	-2	2	1	2	18	0	-5
O=C(NCc1ccccn1)c1cccc(NS(=O)(=O)c2cccc(F)c2)c1 across the screens: -3	0	-3	-1	2	-17	-30	0	-11	-3
CC(C)OCCCn1c(=O)c2ccccc2n2c(CCC(=O)O)nnc12 across the screens: -3	0	4	0	2	-1	-28	-2	-4	10
O=C(NNc1ccc([N+](=O)[O-])cc1[N+](=O)[O-])c1ccco1 across the screens: 5	3	-1	3	1	2	-34	-24	-11	-1

Continuation:
Below each compound: DYRK1A inh, GSK3A inh, IEC-6 cytotox, HSP90 refold inh, GSK3beta inhib, Platelet DG rel, KLF5 inh, aSyn UTR inh, HSF1 inh, HSF-1 act
16. COc1ccc(N2C(=O)C(Cl)=C(Nc3ccccc3OC)C2=O)cc1
    -1, -4, 0, 6, 4, 5, -3, -46, 18, 7
17. COc1ccccc1NC(=O)N1CCCC1C(=O)NCc1ccccc1F (centres undefined)
    -6, /, -12, -3, -1, 0, 12, 11, -5, -17
18. CCOc1ccc(N2CC(C(=O)NCCN3C(=O)S/C(=C\c4ccc(OC)cc4)C3=O)CC2=O)cc1 (centres undefined)
    -5, -2, -9, 2, 4, 3, -8, -30, -4, 2
19. COc1ccc(C(=O)NC(=S)NNC(=O)c2ccc3ccccc3n2)cc1
    40, 1, 4, 4, 1, 2, -20, 73*, -19, -28
20. Cc1ccc(S(=O)(=O)N(C)c2ccc(OCC(=O)OCc3c(C)noc3C)cc2)cc1
    1, -1, 2, 0, 1, 0, -14, 7, -6, -1
21. Cc1cc(C)c(S(=O)(=O)NCc2ccccn2)cc1C
    5, 11, 1, -4, 0, -5, -8, -3, -2, 14
22. Cc1cc(C(=O)CSc2nc3ccccc3o2)c(C)n1CC1CCCO1 (centres undefined)
    2, -4, 0, 35*, 0, 2, -112, -138, -43, -51
23. CC(C)(C)n1nc(Cc2cccc3ccccc23)c2c(N)ncnc21
    11, -2, /, /, 1, 6, /, 12, -14, -24
24. CCOC(=O)C1=C(C)N(CC(C)C)C(=O)/C1=C\c1ccc(OCC(=O)Nc2ccccc2)cc1
    -8, -2, -7, -3, 0, 4, -4, -22, 6, 6
25. Cc1nc(CSc2nnc(Nc3cccc(C)c3C)s2)cs1
    0, 3, -4, -7, -1, -2, -23, -12, -9, 28
26. COc1ccccc1NC(=O)Cn1c2ccc(F)cc2c2nc3n(c(=O)c21)CCS3
    0, -3, 1, -3, 1, 2, -4, 10, 7, 8
27. Clc1ccc(C2CC(c3cccs3)n3ncnc3N2)cc1Cl (centres undefined)
    -5, /, 7, -6, -4, 5, -18, -22, 6, 26
28. CN1CCc2c(sc3c2c(=O)n(-c2ccc(Cl)cc2)c2nncn32)C1
    -10, -4, 3, 2, -3, -5, -2, 0, -55*, -63
29. CCCc1ccc(C(=O)O/N=C(\N)c2ccccn2)cc1
    18, 2, 8, 78*, 0, 77*, 102*, 72*, -83*, -83
30. CCOC(=O)c1c(C)[nH]c(C(=O)COC(=O)CNC(=O)c2ccccc2Cl)c1C
    11, -2, -6, -2, 2, 21, -13, -38, 22, 49
31. Cc1cc(C(=O)NNC(=O)c2nn(C)c(=O)c3ccccc23)c(C)o1
    -1, -3, 1, 2, 2, -1, -13, 6, -1, 18
32. CNC(=O)Nc1cc(C)nn1C
    -3, 5, -12, 2, -3, 2, 2, 22, -13, 2
33. Cc1nc(SCC(=O)NC(=O)NCc2ccccc2)nc(C)c1C
    3, /, 0, -1, 2, -1, -22, -5, 11, 28
34. COc1ccc(-c2ccnc3[nH]n(-c4ccccc4)c(=O)c23)cc1
    -5, -3, 3, -1, 1, -3, -37, -25, 10, 21
35. CCCCCCCCCCOC(=O)Cn1c(COc2ccccc2OC)[n+](C)c2ccccc21
    0, 2, 12, 14, -4, 7, 25, 81*, 6, 19
36. O=C1CCC/C1=C\Nc1ccc(Cl)c([N+](=O)[O-])c1
    -3, -1, 0, 5, -3, -1, -2, -15, 0, -8
37. Cc1ccc(C#CC[N+]2(CC#Cc3ccc(C)cc3)CCCCC2)cc1
    0, 1, 15, -1, 2, -2, 28, 19, 1, -19
38. COC(=O)[C@H](C)NC(=O)Nc1ccc(C)c(C)c1
    9, 0, -4, -4, 3, 2, -6, -9, 1, 2
39. O=C(OC1CCOC1=O)c1cc(-c2ccccc2)nc2ccccc12 (centres undefined)
    8, -1, -4, -1, 1, 4, -16, 25, -2, 6
40. C=CCOc1ccc(C(=O)Nc2ccccc2C(=O)N2CCCC2)cc1
    4, /, 9, 2, -3, -1, -26, -4, 0, -4
41. CCCCn1c(N)c(N(CCOC)C(=O)c2c(-c3ccccc3)noc2C)c(=O)[nH]c1=O
    16, -2, /, /, -1, 0, /, -3, -2, 1
42. Cc1ccc(C)c(N(C(=O)c2csnn2)C(C(=O)NC2CCCCC2)c2ccncc2)c1 (centres undefined)
    0, -2, 4, 3, 3, 1, 1, -6, -2, -25
43. CCOC(=O)Cn1c2ccc(F)cc2c2nc(C)sc21
    /, 2, 1, 1, -1, 2, -2, -5, 3, 7
44. CC1(C)O[C@@H]2C[C@H]3[C@@H]4C[C@H](F)C5=CC(=O)CC[C@]5(C)[C@H]4[C@@H](O)C[C@]3(C)[C@]2(C(=O)CO)O1
    -6, -7, 12, -1, /, /, -32, /, /, /
45. COc1ccc(C23NCCN2C(=O)c2ccccc23)cc1 (centres undefined)
    -6, 10, 1, 10, -5, 0, 4, 4, 0, 4
46. CC1(C)C2(C#N)C(N)=NC3(OCCO3)C12C#N (centres undefined)
    0, -1, 5, -2, 3, /, -2, /, /, /
47. O=C(COc1cc2oc(=O)c3c(c2cc1Cl)CCC3)Nc1ccc(CN2CCOCC2)cc1
    -4, 4, -7, 0, 1, -20, 0, 11, 2, 0
48. CCOC(=O)CSc1ccc(S(=O)(=O)N(CC)CC)cc1[N+](=O)[O-]
    0, 0, -4, -2, 3, 15, 0, -11, -3, 4
49. COc1cccc(NCc2cc(=O)oc3cc(-c4ccccc4)c(O)cc23)c1
    3, -1, 1, 2, -1, -17, -33, -128, 3, 4
50. O=C(c1ccccc1Cl)N(C(=O)c1ccccc1Cl)c1nccc(-c2cccs2)n1
    2, -2, 2, 2, 2, -2, -24, -42, 8, 2
51. COc1ccc(/C=C2/C(=O)N(c3c(F)c(F)c(F)c(F)c3F)N=C2C)cc1
    10, 0, -6, 2, -2, 0, -23, -18, -1, 12
52. COc1cc(/C=N/Nc2nc3ccccc3s2)ccc1OC(=O)c1ccccc1F
    7, 7, 3, 5, -2, -14, 9, -387, 66, 85*
53. COC(=O)/N=C(/Cc1ccc(OC)cc1)c1ccc(OC)cc1
    3, -2, 2, -4, 2, 5, -27, -9, 8, 18

Assay outcomes: PubChem BioAssay, several laboratories
